# Screening data as filed in PubChem.
# SMN2 splice enh: qHTS Assay for Enhancers of SMN2 Splice Variant Expression. HEK293 SMN2-luciferase splicing reporter, luminescence, 30-36 h. Potency, µM (highest dose often 46.1 µM), for the others: at the highest dose activity change, positive = activation, usual class: activators. 2.8% of 210,000 active; further: % of control where 0% means no effect; nearly all actives have a fitted effect of over 55% in size
#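 HEK293 cells carry an SMN2 […]–luciferase reporter in which exon 7 inclusion puts luciferase in frame. Cells were plated 10-12 h before compound addition, then incubated 30-36 h at 37C. ONE-Glo luminescence was read; sodium butyrate at 4.5 mM final served as control.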
# RECQ1 helicase: qHTS Assay for Inhibitors of RecQ-Like Dna Helicase 1 (RECQ1) | ATP-dependent DNA helicase Q1 (Homo sapiens), P46063 | RECQ1 DNA unwinding, red fluorescence kinetic read | Potency, µM (series often up to 57.3 µM), inactives show top-dose activity, negative = inhibition, usual class: inhibitors | 0.54% of 240,000 active | AID 2549, 2010;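 further: plate controls were vehicle for no effect and no enzyme for full effect; nearly all actives have a fitted effect of over 30% in size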
#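 50 nM RECQ1T1 preincubated 15 min with compound in Tris pH 8.0 buffer with MgCl2, DTT, Tween-20 and 2.5 ug/ml poly(dI-dC); started with 200 nM TAMRA/BHQ-2 forked duplex and 2 mM ATP. Unwinding read as fluorescence (525/598 nm), two reads 2 h apart.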
# KDM4E inh: qHTS Assay for Inhibitors of Human Jumonji Domain Containing 2E (JMJD2E) | Lysine-specific demethylase 4E (Homo sapiens), B2RXH2 | JMJD2E catalytic domain, FDH-coupled NADH fluorescence (FDH is formaldehyde dehydrogenase) | Potency, µM (doses to about 57.1 µM), inactives show top-dose activity change, negative = inhibition, hits mostly inhibitors | 1.6% of 230,000 active; active means well fitted inhibition curve with a large enough effect, not every such curve was filed as active; inconclusive means small, poorly fitted or top-dose-only effect, or another doubt; inactive means no such curve, though single readings can be large or run the other way;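 further: 0% = wells with enzyme and -100% = buffer wells without enzyme; nearly all actives have a fitted effect of over 50% in size; many of its hits are not listed in these tables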
# Target sequence (B2RXH2 1-337 limits assumed): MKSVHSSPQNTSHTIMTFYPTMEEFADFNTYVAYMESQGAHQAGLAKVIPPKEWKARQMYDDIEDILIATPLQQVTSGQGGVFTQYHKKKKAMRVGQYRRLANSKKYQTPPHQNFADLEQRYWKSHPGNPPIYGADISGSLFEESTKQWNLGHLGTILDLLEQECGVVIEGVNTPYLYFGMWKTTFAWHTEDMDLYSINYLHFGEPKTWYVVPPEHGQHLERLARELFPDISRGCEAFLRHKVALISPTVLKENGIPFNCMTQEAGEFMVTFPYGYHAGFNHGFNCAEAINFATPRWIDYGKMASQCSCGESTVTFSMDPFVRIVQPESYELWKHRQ
# ALDH1A1 inh: qHTS Assay for Inhibitors of Aldehyde Dehydrogenase 1 (ALDH1A1) | Purified ALDH1A1, NADH fluorescence, propionaldehyde substrate | AID 1030, 2008 | 7.3% of 220,000 active | Potency, µM (highest dose often 75.3 µM), for the others: at the highest dose activity, negative = inhibition, hits mostly inhibitors | Aldehyde dehydrogenase 1A1 (Homo sapiens), P00352; active means well fitted inhibition curve with a large enough effect, not every such curve was filed as active; inconclusive means small, poorly fitted or top-dose-only effect, or another doubt; inactive means no such curve, though single readings can be large or run the other way;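 further: plate controls were no enzyme wells and a reference inhibitor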
# Target sequence (P00352 whole entry, looked up): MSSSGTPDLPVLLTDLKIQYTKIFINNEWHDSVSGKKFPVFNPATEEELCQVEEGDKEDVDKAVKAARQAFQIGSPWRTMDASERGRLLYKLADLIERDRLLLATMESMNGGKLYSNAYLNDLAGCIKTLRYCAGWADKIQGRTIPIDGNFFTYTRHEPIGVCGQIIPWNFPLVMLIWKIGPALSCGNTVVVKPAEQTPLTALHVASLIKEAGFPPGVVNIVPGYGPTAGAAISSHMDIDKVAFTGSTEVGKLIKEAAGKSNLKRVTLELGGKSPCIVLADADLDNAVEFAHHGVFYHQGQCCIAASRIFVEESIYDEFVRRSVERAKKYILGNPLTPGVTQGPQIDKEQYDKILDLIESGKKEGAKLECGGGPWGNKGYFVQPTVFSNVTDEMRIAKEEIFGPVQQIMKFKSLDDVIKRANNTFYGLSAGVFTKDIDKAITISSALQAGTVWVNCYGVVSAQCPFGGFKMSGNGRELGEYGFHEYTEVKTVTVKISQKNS
# KinaseGlo FLuc: Counterscreen for Luciferase (Kinase-Glo TM) Inhibition | Luciferin 4-monooxygenase (Photuris pensylvanica), Q27757 | Kinase-Glo luciferase, ATP luminescence, 8 min | Potency, µM (highest dose often 38.3 µM), for inactives: at the top dose activity change, negative = inhibition, hits mostly inhibitors | 0.28% of 200,000 active | AID 1379, 2008; further: on the % scale 0 is the no-effect control and ±100 the full control effect; nearly all actives have a fitted effect of over 60% in size
#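 Luminescence was the read-out, taken after 8-minute incubation at ambient temperature. Luciferase turned over luciferin with 10 uM ATP in imidazole pH 7.2 buffer containing KCl, MgCl2, Tween 20 and BSA.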
# LMNA splice mod: qHTS Assay for Modulators of Lamin A Splicing. HeLa LMNA splicing GFP/RFP minigene ratio, 48 h. Potency, µM (highest dose often 46.1 µM), for the others: top-dose ratio change, negative = inhibition, most hits filed as inhibitors. 0.01% of 200,000 active; active means well fitted inhibition curve with a large enough effect in the signal ratio, with a control signal flat, not every such curve was filed as active; inconclusive means small, poorly fitted or top-dose-only effect, or effect the other way, or a change in a side signal; the % refers to the signal ratio; further: on the % scale 0 is the no-effect control and ±100 the full control effect
#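 S3 HeLa stable clones carrying a lamin A-EGFP splicing minigene plus DsRed2 were seeded at 600 cells/well in Opti-MEM with 2% FBS, pin-dosed and incubated 48 h at 37°C. Acumen cytometry (488 nm) gave the GFP/RFP total-intensity ratio.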
# Tau fibril ThT: qHTS for Inhibitors of Tau Fibril Formation, Thioflavin T Binding; Microtubule-associated protein tau (Homo sapiens), P10636; recombinant tau K18 P301L, heparin-induced fibrillization, ThT fluorescence; Potency, µM (highest dose often 57.4 µM), for the others: at the highest dose activity, negative = inhibition, most hits filed as inhibitors; 2.1% of 270,000 active; further: on the % scale 0 is the no-effect control and ±100 the full control effect; nearly all actives have a fitted effect of over 55% in size
# Target sequence (P10636 561-689 P618L limits assumed): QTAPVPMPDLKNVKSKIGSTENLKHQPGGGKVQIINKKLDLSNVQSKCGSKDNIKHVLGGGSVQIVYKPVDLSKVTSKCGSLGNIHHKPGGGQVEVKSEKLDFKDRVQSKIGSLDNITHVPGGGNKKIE
#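 Fibril formation assay: tau K18 P301L at 15 uM with trace Alexa 594 label, heparin inducer 20 uM, pH 7 sodium acetate buffer, 37 C for 6 hr; endpoint ThT signal.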
# L3MBTL1 block: qHTS Assay for the Inhibitors of L3MBTL1; AlphaScreen L3MBTL1–H3K9me1 peptide binding; Potency, µM (titrated, usually from 57.1 µM), without a hit: at the top dose activity, negative = inhibition, actives largely listed as inhibitors; 0.66% of 230,000 active; further: on the % scale 0 is the no-effect control and ±100 the full control effect; nearly all actives have a fitted effect of over 60% in size
#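 Displacement of a biotinylated histone H3(1-15) peptide monomethylated at Lys9 (75 nM) from L3MBTL1 (50 nM) was measured by AlphaScreen after a 30 min room-temperature compound incubation; cefsulodin titration served as intraplate control.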
# Starred values were filed as active, the others as inactive; i = inactive; ? = inconclusive; nt = no result given; & = joins results of further samples; [ ] = remark or other dose. Unless noted, the call rests on the fitted dose curve; in most records, active means well fitted curve in the direction sought with a large enough effect; inconclusive means small, poorly fitted or top-dose-only effect, or another doubt; inactive means no such curve, though single readings can be large; an effect the other way counts as inactive or inconclusive. Potency means the concentration at half of the fitted maximal effect.
SMILES,SMN2 splice enh,RECQ1 helicase,KDM4E inh,ALDH1A1 inh,KinaseGlo FLuc,LMNA splice mod,Tau fibril ThT,L3MBTL1 block
CN(C)c1ccc(NC(=O)c2cnsn2)cc1,nt,10.8%,-20.9%,-4.4%,?,3.5%[46 µM],10µM*,-10.5%
O=C(NCc1ccccc1)c1ccc(-c2ccccc2F)o1,31.6µM*,-9.9%,?,-2.0%,1.7%,2.5%,-7.8%,-15.3%
COc1nc(C)nc2c1sc(=S)n2C,5.5%,-9.4%,0.3%,5.0%,-8.2%,?,-16.2%,-1.1%
O=C(NCCCn1ccnc1)c1cc2c(s1)CCCCC2,9.1%,-0.2%,4.4%,?,4.4%,-20.3%,-11.2%,nt
O=c1c2sccc2nc(SCc2cc(=O)n3cc(Br)ccc3n2)n1Cc1ccccn1,?,-12.8%,?,-2.0%,-0.6%,nt,-9.2%,nt
O=C1NC(Cc2c[nH]c3ccccc23)C(=O)N1c1ccc(F)cc1 (stereo not given),-7.9%,-6.2%,-0.8%,1.4%,-1.4%,9.6%,-8.0%,nt
O=C(NNC(=S)NC(=O)c1ccco1)c1ccc(F)cc1,nt,4.9%,?,nt,nt,nt,?,14.1%
Cc1cc(Cl)c(S(=O)(=O)Nc2cc(S(=O)(=O)N3CCOCC3)ccc2F)cc1OCC(N)=O,8.2%,i,8.3%,0.7%,2.7%,7.9%[46 µM],-7.2%,8.7%
O=C(Nc1ccc(N2CCOCC2)nc1)c1c(F)cccc1F,nt,-1.4%,-2.8%,7.8%,nt,nt,-11.5%,2.2%
Cc1ccc(C(=O)N2CCCC2)c(F)c1F,-6.1%,-11.2%,3.0%,-4.6%,2.6%,-8.8%,-0.4%,nt
CSc1ccccc1NC(=O)Cn1nc([N+](=O)[O-])cc1C,1.9%,-4.4%,-4.1%,?,-4.3%,-2.6%[9.22 µM],-14.9%,-19.4%
COc1cccc(Nc2ncnc3nc[nH]c23)c1,12.6µM*,i,-5.9%,11.9%,-12.4%,?,-7.2%,-0.4%
Nc1c(Nc2ccccc2)c2ccccc2oc1=O,-2.1%,-8.8%,-17.2%,5.0%,-2.8%,-7.5%,-23.2%,-8.5%
O=S(=O)(c1ccccc1)N1CCC[C@@]2(CCN(c3ccncc3)C2)C1,-23.1%,-0.4%,nt,5.3%,-2.2%,nt,nt,nt
CCCCc1c(C)c2ccc(OCC(C)=O)cc2oc1=O,15.8µM*,i,?,?,-20.8%,-6.3%,-13.9%,nt
Cc1cc(NC(=O)COC(=O)C(Nc2ccc(C(F)(F)F)cc2Cl)C(C)C)no1 (stereo not given),-38.8%[inhibitor],i,-25.3%,-0.7%,1.4%,?,-7.2%,10.6%
COC(=O)c1cncc(O)c1,3.0%,-7.3%,7.8%,-9.2%,-2.8%,0.5%,-8.0%,nt
CCSc1ncc(Cl)c(C(=O)Nc2ccccc2)n1,-0.8%,-12.6%,-7.6%,?,-1.1%,-15.0%,-1.5%,-0.1%
Cn1c(=O)c(C(=O)CN2CCN(Cc3ccc4c(c3)OCO4)CC2)c(N)n(Cc2ccccc2)c1=O,nt,20.4%,-2.0%,-6.3%,nt,nt,-9.6%,-4.3%
Cc1cccc(NC(=S)N(C)Cc2cn(C)c3ccccc23)c1,-2.1%,-9.4%,-9.7%,-6.9%,-1.2%,?,-12.0%,-13.7%
OCCN1CCN(CC(O)COc2ccc3c(c2)OCO3)CC1 (stereo not given),-2.2%,-0.5%,-0.9%,14.5%,-7.1%,15.7%,-8.7%,1.6%
c1ccc(Oc2cc(-c3ccccc3)ncn2)cc1,?,3.4%,-1.7%,1.7%,-4.0%,1.0%,-9.5%,10.2%
COCCNC(=O)/C(C#N)=C/C(C)=C/c1ccccc1,4.6%,-1.6%,2.2%,7.0%,2.1%,?,-8.3%,5.4%
N#CCSc1nnc(-c2ccccc2)c(-c2ccccc2)n1,-12.0%,-4.0%,-5.4%,?,-2.1%,?,-8.3%,-7.6%
COc1ccc(CCNC(=O)CSc2nnnn2-c2ccccc2OC)cc1OC,0.0%,-4.3%,-0.9%,0.282µM*,-1.4%,-4.7%,-14.3%,-11.3%
SMILES,SMN2 splice enh,RECQ1 helicase,KDM4E inh,ALDH1A1 inh,KinaseGlo FLuc,LMNA splice mod,Tau fibril ThT,L3MBTL1 block
COC(=O)c1[nH]c(C)c(/C(O)=C2\C(=O)C(=O)N(CCCN3CCOCC3)C2c2ccccn2)c1C (stereo not given),12.8%,4.8%,?,10µM*,-3.6%,6.3%,?,-20.2%
CCNc1nc(NC(C)C)nc(N(C#N)CCOc2ccccc2)n1,-10.5%,-9.3%,7.3%,-1.1%,-1.9%,-7.8%,-6.7%,nt
Cc1ccc(C2NC(c3ccc(C)cc3)C(C)C(=O)C2C)cc1 (stereo not given),nt,0.0%,11.7%,nt,nt,nt,?,7.2%
O=C(NCCc1ccccc1)C(=O)NCC1CCNCC1,-15.4%,i,4.3%,1.1%,-0.6%,9.1%[9.22 µM],-3.3%,nt
CCOC(=O)Cn1nc(C)c(NC(=O)COc2cccc(Cl)c2)c1C,-28.3%,-7.2%,4.6%,10.8%,9.2%,10.7%[46 µM],-3.8%,-11.1%
Cc1ccc(CC(=O)N2CCN(c3ccccn3)CC2)cc1,?,-5.8%,?,-12.7%,14.8%,0.5%,-11.6%,nt
COc1cccc(C(=O)NNC(=O)c2ccccc2Br)c1,-6.8%,-0.4%,3.9%,6.6%,-5.9%,1.8%,9.1%,-1.1%
CN(Cc1ccccc1)C(=O)C1CCN(S(=O)(=O)c2cc([N+](=O)[O-])ccc2Cl)CC1,nt,-8.1%,-4.5%,6.31µM*,nt,-15.8%,-13.8%,2.3%
Cc1cccc(CN2CCN(Cc3cnn(-c4ccccc4F)c3)CC2CCO)n1 (stereo not given),nt,i,?,-3.4%,nt,nt,-6.1%,37.0%[activator]
CC(=O)C1=C(C)N(Cc2ccco2)C(=O)N[C@@H]1c1ccccc1,1.6%,-1.8%,-2.5%,4.0%,0.7%,nt,1.0%,nt
O=C(CN1CCC(C(=O)c2cccc(Cl)c2)CC1)Nc1cccc(C(=O)O)c1,6.1%,i,4.6%,4.3%,-1.1%,6.4%[46 µM],-1.2%,8.6%
O=C(CSc1n[nH]c(=O)n1-c1cccnc1)N1CCOCC1,nt,i,-0.3%,3.7%,nt,0.9%[46 µM],0.7%,18.8%
Cc1noc(C)c1COc1ccc(C(=O)OCc2nnc(-c3ccc(Cl)cc3)o2)cc1,nt,-11.5%,-2.2%,18.9%,nt,7.8%,?,6.8%
COc1cccc(NC(=O)N(CCCN2CCOCC2)C(C)c2cc3cccc(OC)c3o2)c1 (stereo not given),3.3%,-3.6%,4.1%,8.5%,3.4%,-11.3%,-6.7%,4.2%
CC(C)=CCc1c2c(c3occ(-c4ccc(O)cc4)c(=O)c3c1O)C=CC(C)(C)O2,-44.4%&-33.9%[inhibitor],-24.6%,-10.4%&-23.4%,25.1µM*,-2.0%&0.8%,?,?,-12.4%
CN(Cc1cccc(F)c1)CC(O)COCc1ccccc1Cl (stereo not given),-8.9%,i,?,-4.4%,2.9%,25.0%[9.22 µM],5.1%,nt
CCOC(=O)c1cccc(NC(=O)CS(=O)(=O)Cc2nc(-c3cccc(OC)c3)oc2C)c1,-37.3%[inhibitor],-0.9%,9.8%,5.7%,-2.2%,-1.2%,-7.4%,-4.1%
CCC(C)NC(=O)CSc1nnc(-c2ccncc2)n1-c1ccc(OC)cc1 (stereo not given),-19.4%,10.3%,6.1%,-0.9%,1.4%,7.6%,-6.5%,5.1%
CCOc1ccc(CC(=O)Nc2ccc(-c3ccc4nnc(C)n4n3)cc2)cc1,-4.6%,-6.6%,?,?,-2.9%,-8.2%[9.22 µM],17.5%,nt
COc1ccc(C(=O)C(/C=N/O)=N/Nc2ccc(F)cc2)cc1,-25.2%,-2.1%,-4.2%,14.8%,0.3%,-15.4%[46 µM],?,?
O=C(Cc1ccc(-n2cccc2)cc1)N1CCc2ccccc21,-3.3%,-5.9%,-3.5%,?,-7.7%,7.5%,?,nt
CCCCC(=O)N/N=C(\C)CC(=O)Nc1cc(Cl)ccc1OC,-17.5%,0.6%,2.8%,-0.5%,-3.8%,4.2%,-5.9%,-2.1%
C/C(=N\NC(=S)Nc1cccc(C)c1)c1ccccc1,6.1%,-10.7%,26.1%,-2.0%,3.3%,20.7%,?,-13.0%
CN(c1ccc(C(=O)NCCSC(C)(C)C)cc1)S(C)(=O)=O,11.2µM*,i,5.3%,1.3%,4.4%,-8.6%,1.9%,35.1%[activator][11.4 µM]
CCNc1ncc2nc(-c3ccc(Cl)cc3)c(=O)n(-c3ccccc3)c2n1,3.0%,-11.4%,nt,-7.0%,-2.4%,nt,nt,nt
Cc1cc(=O)oc2cc(OCCC[n+]3ccccc3)ccc12,nt,20.3%,?,nt,nt,nt,-11.4%,3.9%
Cc1ccc(C(=O)Oc2cccc(NC(=O)c3ccco3)c2)cc1S(=O)(=O)N1CCC(C)CC1,-1.3%,-10.9%,-23.1%,-1.7%,0.2%,4.3%,-1.5%,nt

# An excerpt from above, showing only SMN2 splice enh and Tau fibril ThT.
Structure	SMN2 splice enh	Tau fibril ThT
CCOC(=O)Cn1nc(C)c(NC(=O)COc2cccc(Cl)c2)c1C	-28.3%	-3.8%
Cc1ccc(CC(=O)N2CCN(c3ccccn3)CC2)cc1	?	-11.6%

# The list is partial; count on the stated rates, not on these rows.
